influenza NS1A: NS1A inhibition, H1N1 influenza, cell based functional assay (AID 504329); 0.3% of 340,000 active; inhibition, % at 12.5 µM; hits with a dose series show IC50 in µM; NS1A functional cell-based assay, percent inhibition; higher % means a stronger effect; in the data active = a potency from the dose series; inconclusive = inhibition above about 27% without an active follow-up result; also: strong numbers were not always called active
M. tuberculosis: growth inhibition of non-replicating M. tuberculosis (AID 488890) | 0.39% of 320,000 active | inhibition, % at 25 µM, or IC50 in µM where a hit was titrated | Mycobacterium tuberculosis non-replicating, growth inhibition; higher % means a stronger effect; in the data active = a potency from the dose series; inconclusive = inhibition mostly from about 82% at the one dose, without a potency; inactive = the rest, 99 in 100 with inhibition below about 76%;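 also: plate controls were DMSO cells for no effect and high antibiotic wells for full effect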
inhibitors of VEEV: inhibitors of VEEV TC-83 cytopathic effect, confirmation, Vero cells (AID 588727). Vero cells, VEEV TC-83 cytopathic effect inhibition; higher % means a stronger effect. inhibition, % at 20 µM; hits with a dose series show IC50 in µM. 0.13% of 350,000 active; in the data active = a potency from the dose series; inconclusive = inhibition mostly from about 14% at the one dose, without a potency; inactive = the rest, 99 in 100 with inhibition below about 12%; also: strong numbers were not always called active
Salmonella PhoP GFP: PhoP regulon inhibitors, Salmonella typhi PhoP promoter GFP reporter, confirmatory (AID 1850); Salmonella Typhi PhoP-promoter GFP reporter, fluorescence, 4 h; higher % means a stronger effect; one-dose inhibition, % at 50 µM; IC50 in µM for titrated hits; 0.33% of 310,000 active; in the data active = a potency from the dose series; inconclusive = inhibition mostly from about 25% at the one dose, without a potency; inactive = the rest, 99 in 100 with inhibition below about 19%;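 also: 0% = induced wells with vehicle and 100% = uninduced wells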
M. tuberculosis HTS: M. tuberculosis growth inhibition, HTS (AID 449762) | M. tuberculosis H37Rv growth inhibition, 7H9 media; higher % means a stronger effect | inhibition, % at 25 µM, or IC50 in µM where a hit was titrated | 0.59% of 330,000 active; in the data active = a potency from the dose series; inconclusive = inhibition above about 70% without an active follow-up result;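 also: bacterial growth assessed after seven days of incubation; strong numbers were not always called active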
Starred values were filed as active, the others as inactive; i = inactive; ? = inconclusive; / = no result given; & = joins results of further samples.

Short keys: A = influenza NS1A; B = M. tuberculosis; C = inhibitors of VEEV; D = Salmonella PhoP GFP; E = M. tuberculosis HTS
O=C(NC1CCCCC1)C(c1ccccc1)N1CCCC1 (centres undefined)
  A: 1%; B: 3%; C: 1.1%; D: 6%; E: -2%

O=C(O)CC(CC(=O)N1CCN(C(=O)c2ccco2)CC1)c1ccccc1 (centres undefined)
  A: 15%; B: -1%; C: 2.4%; D: -8%; E: 0%

O=C(NCC1CCCCC1)C1(CC2CC(c3ccc(Cl)cc3)=NO2)CCNCC1 (centres undefined)
  A: 12%; B: 58%; C: 2.9%; D: 18%; E: 19%

COc1ccc(N2CCN(S(=O)(=O)c3ccc4c(c3)CCCC4)CC2)c([N+](=O)[O-])c1
  A: 5%; B: 7%; C: i; D: 1%; E: 3%

Cc1cc(NC(=O)C2C3C(=O)N(CC4CCCO4)C(C(=O)NC(C)(C)C)C34C=CC2(C)O4)no1 (centres undefined)
  A: -4%; B: -5%; C: 0.9%; D: 3%; E: 2%

Nc1nonc1-n1nnc(C(=O)N/N=C/c2ccncc2)c1-c1ccccc1
  A: 4%; B: -8%; C: 1.7%; D: 15%; E: 7%

O=C(CSc1ccc2nnc(-c3ccncc3)n2n1)Nc1ccccc1F
  A: -9%; B: /; C: 1.2%; D: -6%; E: -2%

OC[C@@H]1CCCN1Cc1nc(-c2cccs2)no1
  A: 7%; B: -20%; C: 0.0%; D: -11%; E: -5%

CN1C(=O)NC(=O)/C(=C\C=C\c2ccccc2[N+](=O)[O-])C1=O
  A: /; B: 30%; C: /; D: 1%; E: 12%

COc1ccc(C(=O)N/N=C/c2sc3ccccc3c2O)cc1
  A: 11%; B: ?; C: ?; D: 73µM*; E: 59%

C=C(C)[C@@H]1CC=C(C(=O)O)CC1
  A: -4%; B: -14%; C: i; D: -7%; E: 0%

COc1ccc(NC(=S)NCc2ccc3c(c2)OCO3)cc1
  A: 4%; B: 64%; C: 1.8%; D: 7%; E: 0%

O=C(COC(=O)CN1C(=O)c2cccc([N+](=O)[O-])c2C1=O)NC1CCS(=O)(=O)C1 (centres undefined)
  A: 14%; B: -6%; C: 0.3%; D: 14%; E: -8%

CC(C)(C)c1ccc(OCCCCCCN2CCNCC2)cc1
  A: 2%; B: 74%; C: 0.6%; D: 69µM*; E: -1%

Cc1ccc(CNC(=O)C2CCC(=O)N(Cc3ccc(Cl)cc3)C2)cc1F (centres undefined)
  A: -6%; B: 13%; C: 6.9%; D: -5%; E: 1%

Five compounds drawn at random from the list so far, as already listed:
Short keys: A = influenza NS1A; B = M. tuberculosis; C = inhibitors of VEEV; D = Salmonella PhoP GFP; E = M. tuberculosis HTS
O=C(COC(=O)CN1C(=O)c2cccc([N+](=O)[O-])c2C1=O)NC1CCS(=O)(=O)C1 (centres undefined)
  A: 14%; B: -6%; C: 0.3%; D: 14%; E: -8%

Cc1cc(NC(=O)C2C3C(=O)N(CC4CCCO4)C(C(=O)NC(C)(C)C)C34C=CC2(C)O4)no1 (centres undefined)
  A: -4%; B: -5%; C: 0.9%; D: 3%; E: 2%

CN1C(=O)NC(=O)/C(=C\C=C\c2ccccc2[N+](=O)[O-])C1=O
  A: /; B: 30%; C: /; D: 1%; E: 12%

O=C(CSc1ccc2nnc(-c3ccncc3)n2n1)Nc1ccccc1F
  A: -9%; B: /; C: 1.2%; D: -6%; E: -2%

CC(C)(C)c1ccc(OCCCCCCN2CCNCC2)cc1
  A: 2%; B: 74%; C: 0.6%; D: 69µM*; E: -1%

Remaining list, next part:
Short keys: A = influenza NS1A; B = M. tuberculosis; C = inhibitors of VEEV; D = Salmonella PhoP GFP; E = M. tuberculosis HTS
Cc1cccc(-n2ncc(C(=O)NC3CCCC3)c2C2CCN(C(=O)OC(C)(C)C)CC2)c1
  A: -13%; B: 9%; C: 3.2%; D: 4%; E: 2%

Clc1ccc(OCCn2ccnc2)cc1Cl
  A: 22%; B: 42%; C: 1.2%; D: -6%; E: -4%

COc1cccc2c1cc1c(=O)n(CC(=O)NCCCN3CCCCC3)nc(C)n12
  A: 0%; B: 11%; C: i; D: 7%; E: 2%

CCOC(=O)C1=C(C)N(c2ccc(C)c(C)c2)C(=O)/C1=C\c1ccco1
  A: 14%; B: 16%; C: 2.4%; D: -1%; E: -4%

O=C1c2cccc3c([N+](=O)[O-])ccc(c23)C(=O)N1CCc1ccccn1
  A: 1%; B: 34%; C: 8.8%; D: -37%; E: ?

Cc1cc(/C=N/NC(N)=S)c(C)n1-c1cccc(Cl)c1
  A: 0%; B: ?; C: 0.7%; D: -3%; E: ?

COc1ccc(C(=O)c2sc3nc(C)cc(-c4cccs4)c3c2N)cc1OC
  A: -8%; B: 3%; C: 12%; D: -71%; E: -2%

Cc1ccc(S(=O)(=O)N2CCC(C(=O)NC3CCCC3)CC2)cc1Cl
  A: -7%; B: -27%; C: 1.1%; D: 3%; E: 1%

Cc1cc(C)c(NC(=O)CC(C)(C)C)c(Cl)c1
  A: -12%; B: 3%; C: 1.0%; D: 10%; E: 6%

CC1CCCCC1NC(=O)CO/N=C/c1ccc(OC(F)F)cc1 (centres undefined)
  A: -15%; B: 30%; C: i; D: 12%; E: -1%

COC(=O)CCCNC(=O)CC1C(=O)NCCN1Cc1ccoc1 (centres undefined)
  A: -1%; B: -8%; C: 0.1%; D: 3%; E: 2%

CCCCN1C(=O)C2C3C=CC(C2C1=O)C1C2C(=O)N(CCCC)C(=O)C2C31 (centres undefined)
  A: 0%; B: -10%; C: 0.5%; D: -4%; E: -6%

Cc1ccc(/C=N/c2sc3c(c2C#N)CCC3)o1
  A: -1%; B: 5%; C: 6.0%; D: -1%; E: 1%

O=C(c1ccc2nc(N3CCCCC3)sc2c1)N1CCN(c2ccccn2)CC1
  A: 1%; B: 30%; C: 9.9%; D: -12%; E: -3%

CCN1CCN(CC(=O)n2c3c(c4ccccc42)CC(C)CC3)CC1 (centres undefined)
  A: 1%; B: 60%; C: 6.0%; D: 4%; E: -1%

4 of the compounds above, in CSV form.
canonical_smiles,influenza NS1A,M. tuberculosis,inhibitors of VEEV,Salmonella PhoP GFP,M. tuberculosis HTS
COc1cccc2c1cc1c(=O)n(CC(=O)NCCCN3CCCCC3)nc(C)n12,0%,11%,i,7%,2%
CCOC(=O)C1=C(C)N(c2ccc(C)c(C)c2)C(=O)/C1=C\c1ccco1,14%,16%,2.4%,-1%,-4%
O=C1c2cccc3c([N+](=O)[O-])ccc(c23)C(=O)N1CCc1ccccn1,1%,34%,8.8%,-37%,?
Cc1cc(/C=N/NC(N)=S)c(C)n1-c1cccc(Cl)c1,0%,?,0.7%,-3%,?

(next part)
Short keys: A = influenza NS1A; B = M. tuberculosis; C = inhibitors of VEEV; D = Salmonella PhoP GFP; E = M. tuberculosis HTS
COc1ccc(C(C)=O)cc1CC(C(=O)c1ccccc1)N(C)C (centres undefined)
  A: -8%; B: 26%; C: 0.5%; D: -2%; E: -8%

COc1ccc(CN2C(=O)c3ccccc3C2=O)cc1C(=O)N(C)CC(=O)Nc1c(C)cccc1C
  A: -5%; B: -6%; C: 0.5%; D: /; E: -6%

COC(=O)C(NC(C)=O)(Nc1nc2ccc(S(C)(=O)=O)cc2s1)C(F)(F)F (centres undefined)
  A: -6%; B: /; C: 0.3%; D: -4%; E: -4%

Cc1cc(C)c2sc(N(CCCN(C)C)C(=O)c3ccc(Br)s3)nc2c1
  A: -4%; B: 72%; C: 5.4%; D: 17%; E: 11%

CCCCS(=O)(=O)c1sc2nc3c(cc2c1N)CCCC3
  A: -5%; B: 36%; C: i; D: 7%; E: -6%

Cc1c(C(=O)OCC(=O)c2c(N)n(CC(C)C)c(=O)n(C)c2=O)oc2ccccc12
  A: -1%; B: 2%; C: 9.4%; D: -15%; E: -6%

CCOC(=O)c1cc(C(C)(C)C)oc1CNC(=O)c1c(C)oc2c1CCCC2
  A: 12%; B: 36%; C: i; D: -12%; E: 4%

Cc1ccc2nc3c(cc(C(=O)NCC4CCCO4)c(=N)n3CCCOC(C)C)c(=O)n2c1 (centres undefined)
  A: -5%; B: 17%; C: i; D: 8%; E: 5%

COc1ccc(S(=O)(=O)N2CCOCC2)cc1C(=O)NCC(c1ccccc1)c1ccccc1
  A: -7%; B: /; C: 4.2%; D: /; E: /

COc1cc(/C=C2/SC(=O)NC2=O)ccc1Oc1ccc([N+](=O)[O-])cc1[N+](=O)[O-]
  A: 0%; B: ?; C: 7.8%; D: -8%; E: ?

N#Cc1ccc(/C=C/C(=O)c2cccnc2)cc1
  A: 8%; B: ?; C: ?; D: 10%; E: ?

CC(=O)Nc1ccc(OS(=O)(=O)c2ccc([N+](=O)[O-])cc2)cc1
  A: -8%; B: 8%; C: 6.5%; D: -4%; E: 8%

CN(C)CCOC(=O)C1(c2ccccc2)CCOCC1
  A: -7%&-21%; B: -10%&-2%; C: 1.7%; D: 15%&-2%; E: -3%&2%

CSc1ccccc1NC(=O)CN1CCN(S(=O)(=O)c2ccccc2[N+](=O)[O-])CC1
  A: -17%; B: 31%; C: 1.2%; D: /; E: 4%

Cc1c(O)ccc2c(CC(=O)N[C@@H](Cc3ccccc3)C(=O)O)cc(=O)oc12
  A: 2%; B: -3%; C: 1.2%; D: 13%; E: 6%

COc1cccc(-c2c(C(=O)N/N=C/c3sccc3C)nnn2-c2nonc2N)c1
  A: -3%; B: 5%; C: 6.7%; D: 3%; E: 6%

COC(C(=O)NCc1ccccc1C)c1ccccc1 (centres undefined)
  A: 1%; B: 8%; C: i; D: -9%; E: 4%

Cc1ccc(NC(=O)/C(=C/c2ccc([N+](=O)[O-])cc2)NC(=O)c2ccccc2)cc1
  A: -8%; B: 3%; C: 1.4%; D: 8%; E: 1%

CCCCCn1c(=O)[nH]c2cc(C(=O)NCCCN(C)Cc3ccccc3)ccc2c1=O
  A: -8%; B: 72%; C: i; D: -10%; E: 4%

O=C(O)c1cnn(-c2ccccc2)c1-n1cccc1
  A: -3%; B: -15%; C: 0.1%; D: -7%; E: 1%

Cc1cc(C)c2c(CN3CCC(C)CC3)cc(=O)oc2c1
  A: -26%; B: 5%; C: i; D: -8%; E: 2%

Cc1ccc(C2(C)NC(=O)N(CC(=O)Nc3ccc(Cl)c(S(=O)(=O)N4CCCCC4)c3)C2=O)cc1 (centres undefined)
  A: -5%; B: 19%; C: 6.4%; D: 2%; E: 13%

CCN(CC(O)c1cccc(O)c1)C(=O)C12CC3CC(CC(C3)C1)C2 (centres undefined)
  A: -7%; B: 21%; C: 1.4%; D: -3%; E: 2%

COCCCNC(=O)C1CCC(CNS(=O)(=O)c2ccc(OC)cc2)CC1 (centres undefined)
  A: -2%; B: 0%; C: 0.2%; D: -12%; E: 8%

CCCn1nnnc1NC(=O)c1cc(Cl)ccc1Cl
  A: -10%; B: 6.8µM*; C: i; D: -28%; E: ?

CS(=O)(=O)N1CCC(C(=O)Nc2cccc(Cl)c2Cl)CC1
  A: -1%; B: -11%; C: i; D: 1%; E: -1%

CC1CCc2c(sc3ncn(CCO)c(=O)c23)C1 (centres undefined)
  A: -7%; B: 13%; C: 1.1%; D: 0%; E: 3%

Cn1nc(C(F)(F)F)c(-c2ccc(Br)cc2)c1NC(=O)c1nccnc1C(=O)O
  A: -1%; B: -12%; C: i; D: 6%; E: -3%

CN(C)S(=O)(=O)c1ccc2c(c1)nc(CCC(=O)NCc1ccc(Cl)cc1)n2C
  A: -13%; B: 0%; C: i; D: 4%; E: -5%

O=C(O)/C=C\C(=O)Nc1ccc(F)c(F)c1F
  A: -6%; B: -27%; C: 1.0%; D: 4%; E: -11%

CCOC(=O)c1c(C)n(Cc2ccco2)c2ccc(OC)cc12
  A: 15%; B: 20%; C: 8.2%; D: 1%; E: 4%

Cc1ccc(CNc2nc(-c3cccnc3)nc3ccccc23)cc1
  A: 3%; B: 31%; C: 6.2%; D: 5%; E: 66%

Cc1ccc(C(CC(=O)O)C2CCOC(C)(C)C2)cc1 (centres undefined)
  A: -18%; B: 8%; C: 0.5%; D: -6%; E: -6%

NC(=O)c1ccc[n+](CC(=O)c2ccccc2)c1
  A: /; B: -22%; C: 1.6%; D: 20%; E: 5%

COC(=O)c1c(C)[nH]c(C)c1-c1ccc([N+](=O)[O-])cc1
  A: -9%; B: 21%; C: 0.3%; D: 4%; E: 4%

CCOc1ccccc1NC(=O)NC1CCCCCCC1
  A: -8%; B: 1%; C: 1.4%; D: -5%; E: 0%

CCCCN(CCCC)S(=O)(=O)c1ccc(NS(=O)(=O)c2ccc(NC(C)=O)cc2)cc1
  A: -6%; B: 19%; C: 3.6%; D: 2%; E: -13%

Nc1nc(SCC(=O)Nc2cc(Cl)c(Cl)cc2Cl)n[nH]1
  A: -9%; B: 11%; C: 12%; D: /; E: 2%
